Assay outcomes from PubChem BioAssay.
MRP-1 activ – MRP-1 activation; H69AR cells + doxorubicin, viability rescue, CellTiter-Glo; viability increase, % at 10 µM; 140,000 tested, 0.61% active;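 active = viability gain under doxorubicin at or above a set limit, the compound median plus 3 SD, cut at about 4.7% in these data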;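 note: MRP-1 overexpressing cells given doxorubicin 25 µM after compound pretreatment; 18-22 h compound pretreatment then 72 h with doxorubicin before readout; 0% = doxorubicin-only wells and 100% = vehicle-treated cells without doxorubicin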
Phagocyt inh – blocks phagocytosis by macrophages; J774A.1 macrophage IgG-bead phagocytosis, imaging; inhibition, % at 5 µM; 110,000 tested, 0.07% active; AID 1029;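 active = inhibition above the mean of the plate negative controls plus 5 SD, cut at about 13% in these data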;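 note: phagocytic index as fraction of beads internalized from green versus red external bead signal; plate controls were DMSO negative control for no effect and cytochalasin-D positive control for full effect; some results beyond the cut were filed as inactive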
PTEN del growth – growth suppressors of cells with PTEN tumor suppressor deletion | HCT116 PTEN-null viability, CellTiter-Glo, 60 h; stronger effect = lower value | viability, % at 10 µM | 140,000 tested, 1.2% active | AID 827;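 active = viability at or below a set limit, 4 SD under the median of all tested compounds, cut at about 3.7% in these data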;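 note: PTEN knockout HCT116 line with beta catenin targeted HCT116 as companion control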
Measles CPE – protection of cells from measles virus; Measles virus-infected cells, CPE protection, absorbance; protection (pct of control), % at 4 µM; 140,000 tested, 1.5% active; in the data active = protection mostly above about 24%, no sharp cut-off; inactive = mostly below about 26%; note: some compounds called inactive have numbers as strong as hits
Yeast lifespan up – yeast lifespan extension | S. cerevisiae growth with nicotinamide, OD615; deaD strain in restrictive glucose medium | inhibition of the nicotinamide effect, % at 10 µM | 130,000 tested, 0.68% active;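 active = inhibition above a set limit, placed 3 SD over the median of all compounds, cut at about 26% in these data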;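 note: 0% = nicotinamide-treated wells and 100% = cells grown without nicotinamide; some compounds called inactive have numbers as strong as hits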
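Assay system: DeaD-strain S. cerevisiae. Medium: CSMM-D glucose medium, restrictive. Reagent: nicotinamide, 1.5 mM, co-present with compound. Compound: 10 µM single point, 0.25% DMSO. Schedule: culture preincubation 4 h, compound exposure 48 h, both 30 °C. Detection: absorbance at 615 nm.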
GALR2 antag – GALR2 (human) receptor antagonism; 140,000 tested, 0.39% active; AID 828; inhibition, % at 4 µM; GALR2-expressing cells, antagonist mode; in the data active = inhibition above about 27%;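 note: cells stimulated with galanin 1-16 at roughly its EC80; 0% = agonist challenge control and 100% = basal control without agonist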
Target sequence (O43603 whole entry, looked up): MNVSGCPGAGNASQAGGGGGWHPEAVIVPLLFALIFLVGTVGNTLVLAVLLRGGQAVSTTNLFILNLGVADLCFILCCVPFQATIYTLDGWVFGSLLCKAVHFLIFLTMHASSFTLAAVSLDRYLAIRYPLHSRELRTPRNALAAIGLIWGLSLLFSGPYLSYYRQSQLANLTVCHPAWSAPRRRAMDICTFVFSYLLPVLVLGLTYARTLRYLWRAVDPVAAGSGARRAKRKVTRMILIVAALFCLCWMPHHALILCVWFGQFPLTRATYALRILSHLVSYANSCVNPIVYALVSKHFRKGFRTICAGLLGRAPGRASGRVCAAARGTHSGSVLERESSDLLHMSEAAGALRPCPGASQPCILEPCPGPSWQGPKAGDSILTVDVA
Yeast growth inh – yeast BB579 growth reduction in restrictive medium. S. cerevisiae BB579 growth, OD615, 48 h. inhibition, % at 10 µM. 140,000 tested, 0.51% active;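 active = inhibition above a set limit, 3 SD over the mean compound inhibition, cut at about 44% in these data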; note: inactives centre near -24
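Detection: OD615 turbidity measurement; Material: Saccharomyces cerevisiae DeaD strain BB579, replicative lifespan model yeast; Timing: 48 h exposure, 30 °C; Doses: single 10 µM dose; Medium: CSMM-D restrictive synthetic medium containing dextrose (glucose); Controls: amphotericin B at 10 µg/mL as positive control.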
E-sel TNF inh – blocks E-selectin expression induced by TNF alpha | HUVEC TNFa-induced E-selectin immunofluorescence, high content | inhibition, % at 2 µM | 120,000 tested, 0.71% active;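 active = inhibition above the batch mean plus 3 SD, and confirmed as a hit on visual image review, cut at about 43% in these data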;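 note: 0% = TNF-stimulated DMSO wells and 100% = unstimulated control wells; not every result past the cut was called active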
HCT116 bCat-KO – beta-catenin-lacking colon tumor cell growth suppression. HCT116 beta-catenin knockout viability, CellTiter-Glo, 60 h; stronger effect = lower value. viability, % at 10 µM. 140,000 tested, 1.5% active. AID 818;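 active = viability at or under a set limit, the compound median less 4 SD, cut at about 6% in these data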;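 note: 0% = Hyamine 1622 control at 20 µM and 100% = untreated cell control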
NPY-Y2 antag – blocks the human neuropeptide Y Y2 receptor | 140,000 tested, 0.99% active | NPY-Y2 expressing cells, antagonist mode | inhibition, % at 2.7 µM; in the data active = inhibition above about 17%;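 note: 0% = vehicle with agonist challenge and 100% = reference antagonist with challenge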
Target sequence (P49146 whole entry, looked up): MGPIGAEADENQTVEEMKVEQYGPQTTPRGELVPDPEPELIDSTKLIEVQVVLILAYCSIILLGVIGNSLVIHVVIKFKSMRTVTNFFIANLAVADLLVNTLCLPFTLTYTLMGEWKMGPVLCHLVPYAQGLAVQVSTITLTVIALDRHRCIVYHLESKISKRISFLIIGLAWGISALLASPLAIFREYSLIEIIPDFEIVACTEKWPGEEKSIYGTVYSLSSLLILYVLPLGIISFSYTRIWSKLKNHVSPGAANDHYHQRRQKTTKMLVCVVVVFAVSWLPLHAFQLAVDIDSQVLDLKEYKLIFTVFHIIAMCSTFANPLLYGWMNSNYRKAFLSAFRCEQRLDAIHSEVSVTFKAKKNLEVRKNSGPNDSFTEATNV
Active calls of the source: *; x = no result given; [ ] = remark or other dose.

Each structure is followed by: MRP-1 activ	Phagocyt inh	PTEN del growth	Measles CPE	Yeast lifespan up	GALR2 antag	Yeast growth inh	E-sel TNF inh	HCT116 bCat-KO	NPY-Y2 antag
(1) COc1ccc(OCc2n[nH]c(=S)o2)cc1
 : -1.4	1	91	4	-7	-2	0	28	99	4
(2) COC(=O)CSc1nnc(C2COc3ccccc3O2)n1-c1ccccc1 (centres undefined)
 : -0.3	-1	115	5	-7	-8	-48	-17	104	3
(3) O=C(CSc1cn(CCNC(=O)c2cccs2)c2ccccc12)NC1CCCC1
 : -1.1	-1	98	13	11	0	-26	x	87	2
(4) CC(=O)c1cccc(NC(=O)C(Sc2ncnc3ccccc23)c2ccccc2)c1 (centres undefined)
 : -4.4	-5	68	5	1	7	-19	1	83	0
(5) C[N+]1(CCOS(=O)C23CC4CC(CC(C4)C2)C3)CCOCC1 (centres undefined)
 : -0.7	-1	95	4	-1	-5	-22	x	107	1
(6) CCN1C(=O)CC(NCc2ccc3c(c2)OCO3)C1=O (centres undefined)
 : 0.0	0	88	10	-15	0	-10	-2	88	-1
(7) Cc1cc(C)nc(N2CCC(CNC(=O)CCc3ccccc3)CC2)n1
 : -1.2	0	93	14	-19	3	-23	11	94	0
(8) COc1ccc(-c2ccc(=O)[nH]n2)cc1
 : -1.3	-1	89	15	-12	4	-64	22	96	3
(9) Cc1ccc(C)c(S(=O)(=O)N2CCC(c3nc4c(nnn4Cc4ccc(F)cc4)c(=O)[nH]3)CC2)c1
 : -4.6	x	92	5	-7	-1	3	-42	96	2
(10) CCOc1ccccc1C(=O)Nc1ccccc1O
 : -4.6	-2	70	11	-27	10	-20	-46	81	0
(11) CC(=O)c1ccc(N2CCN(C(=S)Nc3cc(C)ccc3C)CC2)cc1
 : -0.9	-9	83	11	-1	0	-18	x	84	0
(12) CC1CC(C)CN(S(=O)(=O)c2ccc(Oc3ccc([N+](=O)[O-])cc3)cc2)C1 (centres undefined)
 : -0.4	6	71	17	-4	-2	1	x	80	2
(13) Cc1ccc(NC(=O)/C(Cl)=C/c2ccccc2)cc1C
 : -2.0	-11	66	4	-9	3	-25	5	67	5
(14) CCc1ccc(NC(=S)Nc2ccc3cn[nH]c3c2)cc1
 : -3.4	-2	98	11	25	8	-66	24	89	1
(15) O=C(Nc1ccccc1)c1cc(S(=O)(=O)N2CCOCC2)cs1
 : -0.6	-2	82	18	-8	2	-14	12	85	2
(16) CC(=O)c1cnc2c(-c3cccc(Br)c3)cnn2c1C
 : 0.4	x	91	13	-8	11	-26	-14	82	2
(17) O=C(CNC(=S)N(CCCN1CCOCC1)Cc1cccs1)NC1CCCCCCC1
 : -3.6	-10	91	4	-1	-3	-9	-10	93	1
(18) COc1ccc(C(c2nnnn2C2CCCC2)N2CCC(C)CC2)cc1 (centres undefined)
 : -4.5	3	89	5	0	-6	-15	8	86	12
(19) Cc1ccc(-c2nnc(Cc3ccc(Cl)cc3)o2)cc1
 : 2.8	0	94	14	-10	1	21	x	99	6
(20) Cc1ccc(C(=O)N2CCN(c3cc4c(cc3[N+](=O)[O-])n(C)c(=O)n4C)CC2)cc1
 : -4.1	1	65	1	-7	-9	27	x	59	2
(21) CCOc1ccc(-c2c(=O)n(OCc3ccc([N+](=O)[O-])cc3)c3ccccc3[n+]2[O-])cc1
 : 0.1	10	51	6	-2	-5	-24	-1	63	2
(22) Cc1cc(C)cc(OCC(=O)N2CCCCCC2)c1
 : -1.1	x	93	6	-17	2	-28	-28	92	2
(23) COc1cc2c(cc1OC)/C(=C/C#N)NC(C)(C)C2
 : 0.1	0	90	5	-9	-12	-43	-26	90	11
(24) Cc1ccc(C)c(NS(=O)(=O)c2cc(C(N)=O)ccc2C)c1
 : 1.0	-2	96	6	-8	-3	20	-6	99	2
(25) O=C(CCCOc1ccccc1)Nc1cccnc1
 : -1.4	x	97	27	x	-3	-49	3	102	3
(26) N#Cc1cccc(NC(=O)Nc2cccs2)c1
 : -5.2	x	71	4	-6	9	-13	-29	78	-1
(27) CN1/C(=C/C=N/NC(=O)c2ccc([N+](=O)[O-])cc2)C(C)(C)c2ccccc21
 : -1.6	-5	16	20	-6	-1	-24	22	32	6
(28) Cc1cc(N2CCN(C(=O)c3ccco3)CC2)n2ncc(-c3ccccc3)c2n1
 : -2.3	0	42	39*	-16	-8	98*	-23	55	0
(29) Cc1ccc(NC(=O)Cn2cccc2)cc1Cl
 : 0.1	1	105	2	-15	-4	9	1	98	0
(30) CCCN(CCC)S(=O)(=O)c1ccc(C(=O)NCc2ccc3c(c2)OCO3)cc1
 : -2.2	0	87	15	4	5	-36	10	84	4
(31) Cc1cccc2cc(CN(C(=O)c3cccs3)c3ccccc3)c(=O)[nH]c12
 : -0.1	-4	98	8	8	-8	-37	x	94	1
(32) Cc1ccc(SCc2cn3cccnc3n2)cc1
 : 0.9	-1	97	6	-21	-15	-29	15	105	0
(33) O=C(CSc1nc(-c2ccccc2)cc(=O)[nH]1)Nc1ccccn1
 : -3.6	3	99	19	-23	-2	-35	23	102	6
(34) CC(C)CNS(=O)(=O)c1cc(C(=O)OCC(=O)c2ccc3c(c2)OCCO3)c(Cl)cc1Cl
 : -2.3	-4	86	13	9	-2	-40	0	90	4
(35) Cc1cc(NC(=O)CCc2ccccc2)c([N+](=O)[O-])cc1C
 : -2.7	x	73	15	-7	-1	-2	13	86	9
(36) Cc1ccc(COCC(CC(C)C)N2CCN(C(=O)c3cccc(C(F)(F)F)c3)CCC2=O)cc1 (centres undefined)
 : -2.1	x	68	5	3	-13	10	-10	61	3
(37) Cn1cnc2cc(NS(=O)(=O)c3ccc(Br)cc3)ccc21
 : -4.1	0	61	11	-5	-5	-20	1	67	2
(38) COc1cc(-c2nnc(SCC(=O)Nc3cc(C)on3)n2C)cc(OC)c1O
 : -1.9	1	90	28	-23	-4	-30	10	70	2
(39) O=C(C1=NN[C@@H]2C(=O)N(c3cccc(F)c3)C(=O)[C@H]12)C(c1ccccc1)c1ccccc1
 : -0.9	-10	88	12	2	-1	-48	0	96	1
(40) O=S(=O)(NCC1CCCO1)c1cc(Cl)ccc1Cl (centres undefined)
 : -2.5	-2	94	5	-4	-2	-13	-16	90	1
(41) FC(F)(F)COc1nc(N2CCOCC2)nc(N(c2ccccc2)c2ccccc2)n1
 : -7.3	x	62	22	x	7	-17	-5	63	20*
(42) CCN(CC)C(=O)CN(c1cccc(C(F)(F)F)c1)S(C)(=O)=O
 : -3.5	0	99	11	-2	-10	-29	7	88	2
(43) COc1cccc(C(=O)c2c[nH]c(C(=O)NCc3ccco3)c2)c1
 : -0.7	0	100	20	-2	12	-52	-44	98	1
(44) Cc1ccc(Oc2ccc(Cl)cc2NC(=O)c2cnccn2)cc1
 : 1.8	5	95	24	-6	2	-4	9	105	2
(45) Cc1ccccc1N1CCN(Cc2cccc(C(=O)O)c2)CC1
 : -1.5	-1	98	18	-2	0	-22	19	93	4
(46) CCc1nnc(NC(=O)CSc2nnc(C)n2CC2CCCO2)s1 (centres undefined)
 : -0.7	-2	100	14	-8	-11	-28	-3	90	-2
(47) O=C1CC(Sc2nnnn2-c2ccccc2)C(=O)N1c1cccc(Cl)c1 (centres undefined)
 : -1.1	0	105	2	6	11	-19	24	106	1
(48) CC(=O)N(C)c1ccc(NC(=S)Nc2ccccc2)cc1
 : -2.4	-1	96	3	-6	-8	-3	-23	101	1
(49) O=C(NCc1ccccc1)C1COc2ccccc2O1 (centres undefined)
 : -1.0	x	96	5	x	-12	-31	12	81	1
(50) CCOCC(=O)Nc1nnc(Cc2ccc(OC)cc2)s1
 : -1.7	x	101	23	x	-2	-11	-39	101	2

The results go on:
Each structure is followed by: MRP-1 activ	Phagocyt inh	PTEN del growth	Measles CPE	Yeast lifespan up	GALR2 antag	Yeast growth inh	E-sel TNF inh	HCT116 bCat-KO	NPY-Y2 antag
(51) CC(OC(=O)c1cc2sccc2n1C)C(=O)NCc1ccc(F)cc1 (centres undefined)
 : -0.1	-1	99	9	-1	0	-73	-12	88	6
(52) COc1ccc2nc(Nc3nc(CSc4nnnn4-c4ccccc4)cc(=O)[nH]3)nc(C)c2c1
 : -5.1	-1	2.0*	17	-1	-2	-33	49	1.8*	3
(53) Cc1cc2c(cc1C)/C(=C\C(N)=O)NC(C)(C)C2
 : -3.2	-4	62	44*	-9	7	3	x	75	1
(54) CCCCOc1ccc(N=Cc2cccs2)cc1
 : -1.8	-2	100	20	1	7	4	x	105	2
(55) COc1ccc(NC(=O)CSc2nc(N)c3cc4c(nc3n2)CCCC4)c(OC)c1
 : -3.9	2	85	3	-4	-7	-33	-31	76	0
(56) O=C(c1ccc2c(c1)OCCO2)N1CCN(Cc2ccccc2)CC1
 : 0.1	x	92	8	-13	6	-15	15	97	0
(57) CC(C)Cn1c(=O)c2ccccc2n2c(SCC(=O)N3c4ccccc4CC3C)nnc12 (centres undefined)
 : -2.1	0	88	25	3	22	-7	-10	87	4
(58) CCN1C(=O)CC(N2CCN(c3ccc(Cl)cc3)CC2)C1=O (centres undefined)
 : -2.2	0	93	7	-8	-11	-15	-9	93	0
(59) CCOC(=O)c1oc2c(O)c(O)ccc2c(=O)c1-c1nncn1-c1ccccc1
 : -1.7	1	94	2	-3	-6	2	-7	96	2
(60) CCCc1cc(=O)oc2cc(OCC(=O)Nc3ccc4c(c3)OCCO4)ccc12
 : -2.9	-1	102	2	-5	4	-46	-1	99	6
(61) CCCCC(CC)C(=O)Nc1ccc(Cl)cn1 (centres undefined)
 : -0.7	-2	87	21	-11	-6	-54	29	91	4
(62) O=C(Nc1ccccn1)c1cccc(S(=O)(=O)N2CCOCC2)c1
 : -2.3	0	99	4	-20	2	4	-13	106	2
(63) O=C(c1cccnc1)c1cccnc1
 : 0.0	-4	99	7	0	13	-25	x	92	0
(64) COCN(C#N)c1nc(OC)nc(OC)n1
 : 1.1	x	95	5	-7	4	8	-5	97	3
(65) O=C(CN(C(=O)CCC(=O)Nc1nccs1)c1ccc(F)cc1)NCC1CCCO1 (centres undefined)
 : -0.8	-1	102	2	-7	5	-35	1	96	2
(66) CCN1CCN(c2oc(COc3ccc(-c4ccccc4)cc3)nc2C#N)CC1
 : -2.6	1	76	7	-25	-11	-36	x	77	10
(67) CCOC(=O)C(Cc1c[nH]c2ccccc12)NC(=O)c1ccco1 (centres undefined)
 : -1.3	90*[artifact]	96	8	-11	2	3	-12	94	3
(68) COc1ccc(C(=O)N/N=C(\c2ccccc2)c2ccccn2)cc1
 : -3.7	-3	6	3	3	10	-38	x	4.6*	3
(69) COC(=O)C1=C(C)N(C)C(=O)NC1c1cc(Cl)c(O)c(OC)c1 (centres undefined)
 : 0.9	0	102	7	-8	5	-33	-19	104	4
(70) O=C(O)Cn1c(=O)cnc2ccccc21
 : -0.7	-1	98	2	-1	1	-32	30	101	0
(71) COc1ccc2[nH]c3c(=O)n(/N=C/[C@H]4C(C)C=C(C)CC4C)c(=O)[nH]c3c2c1 (some centres undefined)
 : -4.4	x	19	4	6	-7	-37	x	56	-2
(72) COC(=O)c1ccc(N/C(C)=C/C(=O)c2ccc(C)o2)cc1
 : -1.6	-2	105	3	-9	6	-6	-6	110	2
